Assay outcomes: PubChem BioAssay, Johns Hopkins Ion Channel Center
ANO1 activ: TMEM16A chloride channel activators or potentiators, primary screen, cell-based, HTS | AID 623877, 2012 | actives 0.3% (n = 340,000) | B-score at 10 µM | HEK293 TMEM16A/YFP-H148Q/I152L, iodide quench fluorescence; active compounds read low | Anoctamin-1 (Mus musculus), Q8BHY3;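 active means fluorescence-ratio B-score plate-corrected deviation score at least 3 library SD below zero, with starting fluorescence score within 5 deviations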;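 further: channel opened by trigger with iodide after compound preincubation; score built on the fluorescence ratio of max minus min over baseline; more negative score means more quench and so TMEM16A activation or potentiation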
hERG rescue: hERG rescue from dofetilide block, primary screen, cell-based, CHO-hERG, FluxOR thallium flux, dofetilide IC70. dofetilide IC70 present. activation (rescue from dofetilide block), less the hit threshold, % at 10 µM. AID 1511, 2009. actives 0.51% (n = 310,000);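 active means activation above the mean of controls blocked by dofetilide plus 5 SD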;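 further: thallium influx through hERG after potassium depolarization seen as dye fluorescence rise; in these data hits start at about 4.7%; inactives centre near -7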
Target sequence (Q12809 whole entry, looked up): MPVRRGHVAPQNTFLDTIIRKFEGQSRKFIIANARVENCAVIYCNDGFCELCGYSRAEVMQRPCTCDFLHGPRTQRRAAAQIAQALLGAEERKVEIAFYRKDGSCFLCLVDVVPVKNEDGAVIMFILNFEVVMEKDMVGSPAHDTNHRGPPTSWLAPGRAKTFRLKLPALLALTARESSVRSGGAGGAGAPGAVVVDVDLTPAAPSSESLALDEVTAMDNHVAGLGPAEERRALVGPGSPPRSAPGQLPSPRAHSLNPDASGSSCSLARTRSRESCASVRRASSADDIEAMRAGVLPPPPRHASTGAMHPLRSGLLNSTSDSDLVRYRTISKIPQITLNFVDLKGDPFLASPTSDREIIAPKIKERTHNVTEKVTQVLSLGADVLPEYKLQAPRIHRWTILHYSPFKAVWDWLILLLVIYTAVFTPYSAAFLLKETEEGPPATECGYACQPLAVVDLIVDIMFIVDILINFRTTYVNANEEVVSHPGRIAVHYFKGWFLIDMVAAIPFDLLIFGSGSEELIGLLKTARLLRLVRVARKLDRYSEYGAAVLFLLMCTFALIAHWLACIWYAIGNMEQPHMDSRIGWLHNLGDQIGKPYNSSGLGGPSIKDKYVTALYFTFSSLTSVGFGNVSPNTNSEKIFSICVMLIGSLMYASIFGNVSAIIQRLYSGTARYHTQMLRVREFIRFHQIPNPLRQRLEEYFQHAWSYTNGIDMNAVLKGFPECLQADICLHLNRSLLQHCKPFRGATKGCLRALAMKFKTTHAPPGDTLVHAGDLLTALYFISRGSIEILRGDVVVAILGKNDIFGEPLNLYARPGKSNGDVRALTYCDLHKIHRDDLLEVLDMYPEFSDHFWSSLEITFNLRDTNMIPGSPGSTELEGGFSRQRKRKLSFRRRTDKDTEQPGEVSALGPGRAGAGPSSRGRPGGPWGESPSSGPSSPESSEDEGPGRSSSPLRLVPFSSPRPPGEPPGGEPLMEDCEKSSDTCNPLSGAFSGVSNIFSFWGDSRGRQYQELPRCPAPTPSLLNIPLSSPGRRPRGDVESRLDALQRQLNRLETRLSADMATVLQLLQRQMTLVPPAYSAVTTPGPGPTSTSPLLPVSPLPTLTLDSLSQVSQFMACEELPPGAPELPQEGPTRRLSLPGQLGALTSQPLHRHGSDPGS
KCNK9 inh: KCNK9 potassium channel inhibitors, primary screen, HEK293 cells, thallium flux. FluxOR thallium flux fluorescence; active compounds read low. B-score at 10 µM. actives 1.2% (n = 310,000). AID 488922, 2010;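 active means ratio B-score over 3 SD below the library mean, with starting fluorescence within 5 SD of its mean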;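 further: negative B-score means less thallium flux so channel inhibition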
RGS4 act: RGS4 potentiators or activators, primary screen, cell-based, HEK293 M3R inducible RGS4, calcium flux. carbachol calcium flux Fluo4; active compounds read low. B-score at 10 µM. actives 0.92% (n = 310,000);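 active means B-score of the integrated calcium signal more than 4 SD below the library mean, with starting fluorescence not abnormally high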;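 further: negative B-score means reduced calcium response which marks RGS4 activation or potentiation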
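Reagent: ECmax carbachol challenge; Test system: M3R-expressing HEK293 line, RGS4 induced by doxycycline; Schedule: overnight RGS4 induction, 30 min dye load 37 °C, 20 min compound RT; Detection: calcium dye Fluo4 fluorescence; Read-out: Agonist-evoked peak-minus-minimum fluorescence over baseline, integrated ratio, B score.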
KCNQ1 pot: potentiators or activators of KCNQ1 channel, primary screen, cell-based, thallium flux, high-throughput. actives 0.35% (n = 310,000). CHO-K1 KCNQ1, thallium flux FluxOR fluorescence; active compounds read high. Potassium voltage-gated channel subfamily KQT member 1 (Homo sapiens), P51787. B-score at 10 µM;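 active means fluorescence ratio B-score, a plate-corrected score, at least three library SD, with initial intensity B-score within 5 SD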
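Assay system: stable KCNQ1 CHO-K1 line; medium: assay buffer, equal DMSO in all wells; timing: 90 min dye loading and 20 min compound exposure, both at room temperature; technique: kinetic FluxOR thallium fluorescence, 10-s 1-Hz baseline, 110-s post-stimulus read; read-out basis: B score of baseline-normalized fluorescence ratio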
RGS4 inh: RGS4 inhibitors, primary screen, cell-based, HEK293 M3R inducible RGS4, calcium flux; Regulator of G-protein signaling 4 (Homo sapiens), P49798; Fluo-4 calcium flux; active compounds read high; triggered by carbachol at its EC20; actives 0.45% (n = 310,000); B-score at 10 µM; AID 463165, 2010;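 active means B-score, a plate-corrected calcium signal, over three deviations above library mean, with baseline fluorescence within five deviations of library mean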;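 further: RGS4 expression induced by doxycycline in cells with stable M3 receptor; B-score is computed from the integrated fluorescence ratio over baseline after carbachol; higher B-score means a larger calcium signal and so more RGS4 inhibition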
KCNK3 block: human KCNK3 channel inhibitors, primary screen, CHO cells, FluxOR thallium flux, B-score; FluxOR fluorescence; active compounds read low; B-score at 10 µM; actives 0.84% (n = 340,000); AID 602410, 2012;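 active means B-score under library mean minus 4 SD, starting fluorescence ratio at most library mean plus 5 SD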;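 further: more negative B-score means stronger inhibition of thallium flux through KCNK3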
MrgX1 PAM: positive allosteric modulators of MrgX1, primary screen, HEK293 cells, Fluo-4 calcium flux; FDSS; active compounds read high; B-score at 10 µM; AID 588675, 2011; Mas-related G-protein coupled receptor member X1 (Homo sapiens), Q96LB2; actives 0.63% (n = 310,000);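 active means plate-corrected calcium response at least 3 library SD above typical, normal starting fluorescence, not activating the receptor alone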;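 further: compound read alongside a low EC10 to EC30 dose of BAM8-22 agonist; peak minus trough fluorescence over baseline measured at the second addition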
KCNQ1 inh: inhibitors of human KCNQ1 channel, primary screen, cell-based, thallium flux, high-throughput. Potassium voltage-gated channel subfamily KQT member 1 (Homo sapiens), P51787. CHO-K1 KCNQ1, FluxOR thallium flux fluorescence; active compounds read high. B-score at 10 µM. actives 1.3% (n = 310,000). AID 2642, 2010;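 active means compounds whose thallium flux B-score, printed positive for inhibition, exceeds three library SD while starting fluorescence stays within three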;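 further: channel opened by potassium depolarization with thallium stimulus after 20 min compound exposure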
ANO1 block: TMEM16A chloride channel inhibitors, primary screen, cell-based, HTS; HEK293 TMEM16A/YFP iodide influx fluorescence, ionomycin; AID 588511, 2011; actives 1.2% (n = 310,000); normalized B-score (activity score, 25-100; higher = stronger inhibition) at 10 µM; Anoctamin-1 (Mus musculus), Q8BHY3;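 active means ratio plate-corrected score three or more library SD toward inhibition, starting fluorescence score within five deviations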;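 further: score derived from kinetic fluorescence span divided by baseline fluorescence per well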
MrgX1 ag: agonists of human MrgX1 receptor, primary screen, HEK293 cells, Fluo-4 calcium flux. actives 0.44% (n = 310,000). Fluo-4 calcium fluorescence, agonist mode; active compounds read high. AID 588627, 2011. Mas-related G-protein coupled receptor member X1 (Homo sapiens), Q96LB2. B-score at 10 µM;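 active means calcium response B-score plate-corrected fluorescence ratio at least 3 library SD, with starting fluorescence B-score inside 5 SD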
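Material: MrgX1-expressing HEK293 cells / Dosing: compound as first of three additions / Incubation: overnight seeding, then 1 h dark dye loading / Signal: Fluo-4 NW calcium fluorescence / Evaluation: B-scored fluorescence response ratio / Benchmarks: positive and negative control wells on each plate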
Numbers without * were called inactive; i = inactive; . = no result given. The order is random; overall some 6.3% were active at least once.

Preview, 2 compounds:
The line under a structure holds: ANO1 activ	hERG rescue	KCNK9 inh	RGS4 act	KCNQ1 pot	RGS4 inh	KCNK3 block	MrgX1 PAM	KCNQ1 inh	ANO1 block	MrgX1 ag
Cc1noc(C)c1C(=O)N1CCCC1
→ i	-6.2	i	i	i	i	i	i	i	i	i
Cc1ccc(S(=O)(=O)c2nc(-c3ccc(F)cc3)oc2SCC(N)=O)cc1
→ i	-10.5	i	i	i	i	i	i	i	i	i

This part in full, repeating the preview:
The line under a structure holds: ANO1 activ	hERG rescue	KCNK9 inh	RGS4 act	KCNQ1 pot	RGS4 inh	KCNK3 block	MrgX1 PAM	KCNQ1 inh	ANO1 block	MrgX1 ag
Cc1noc(C)c1C(=O)N1CCCC1
→ i	-6.2	i	i	i	i	i	i	i	i	i
Cc1ccc(S(=O)(=O)c2nc(-c3ccc(F)cc3)oc2SCC(N)=O)cc1
→ i	-10.5	i	i	i	i	i	i	i	i	i
CCOC(=O)C1CCN(C(=O)C2CCN(c3nc4ccc(OC)cc4s3)CC2)CC1
→ i	-7.3	i	i	i	i	i	i	i	i	i
CCOC(=O)CNC(=O)C(=O)c1c(O)[nH]c2ccccc12
→ i	-13.7	i	i	i	i	i	i	i	i	i
CC(=O)NC1CC2CCCC(C1)N2C(=O)Nc1ccccc1 (configuration not stated)
→ i	0.3	i	i	i	i	i	i	i	i	i
COc1cc(OC)cc(C(=O)Nc2ccc(C(=O)c3ccncc3)cc2)c1
→ i	-13.8	i	i	i	i	i	i	i	i	i
O=C(COC(=O)CNS(=O)(=O)/C=C/c1ccccc1)NC1CCS(=O)(=O)C1 (configuration not stated)
→ i	-11.6	i	i	i	i	i	i	i	i	i
O=C(CSc1nc(-c2ccco2)cc(C(F)(F)F)n1)N1CCc2ccccc2C1
→ i	-11.0	i	i	i	i	i	i	i	i	i
COc1ccc(NC(=O)NC2(C(=O)N3CCN(C)CC3)CCCCC2)cc1
→ i	-6.7	i	i	i	i	i	i	i	i	i
Cc1ccc(OCC(=O)N2CCc3ccccc32)c([N+](=O)[O-])n1
→ i	-13.3	i	i	i	i	i	i	i	i	i
O=C(NC(=S)NC(CO)Cc1ccccc1)c1ccc(F)cc1 (configuration not stated)
→ i	-2.9	i	i	i	i	i	i	i	i	i
CCOc1ccc(NC(=O)NC2CC(=O)N(c3ccc(OC)cc3)C2)cc1 (configuration not stated)
→ i	-8.9	i	i	i	i	i	i	i	i	i
CCOC(=O)c1c(-c2ccc(C)cc2)csc1NC(=O)CCN1CCOCC1
→ i	-9.6	i	i	i	i	i	i	i	i	i
NC(=O)C(Cc1ccccc1)NC(=O)C12CC3CC(CC(C3)C1)C2 (configuration not stated)
→ i	-12.6	i	i	i	i	i	i	i	i	i
O=C(CN1C(=O)NC2(CCc3ccccc32)C1=O)Nc1ccc(N2CCOCC2)cc1 (configuration not stated)
→ i	-17.3	i	i	i	i	i	i	i	i	i
Cc1ccc(C)c(OCCC(=O)OCC(=O)NCc2ccc(F)cc2)c1
→ i	-0.8	i	i	i	i	i	i	i	i	i
Cc1ccccc1-c1cc(C(=O)Nc2sc(C(=O)OC(C)C)c(C)c2C#N)c2ccccc2n1
→ i	-7.0	i	i	i	i	i	i	10*	25*	i
O=[N+]([O-])c1cccc(/C=C/c2nc(C=Nc3ccc4ccccc4c3)c(O)o2)c1
→ i	.	.	.	.	.	i	i	.	i	i
O=C(CN(Cc1ccccc1)C1=NCCS1)c1ccccc1
→ i	-6.3	i	i	i	i	i	i	i	i	i
CCS(=O)(=O)c1ncc(Cl)c(C(=O)Nc2ccccc2OC)n1
→ i	-10.2	i	i	i	i	i	i	11*	i	i
NC(=O)[C@@H]1CCCN1C(=O)c1cc(COc2ccc3c(c2)CCCC3)on1
→ i	-0.7	i	i	i	i	i	i	i	i	i
C/C(CCc1ccc2c(c1)OCO2)=N\NC(=O)c1ccccc1Br
→ i	-8.8	i	i	i	i	i	i	i	i	i
Nc1ccc(C(=O)C(=O)c2ccc(N)cc2)cc1
→ i	-2.7	i	i	i	i	i	i	i	i	i
Cc1ccc(S(=O)(=O)C(C#N)=C2N(C)c3ccccc3N2C)cc1
→ i	-9.9	i	i	i	i	i	i	i	i	i
COc1ccc(OC)c(C(C[N+](=O)[O-])c2c(C)cc3ccccn23)c1 (configuration not stated)
→ i	-10.3	-17.3*	i	i	i	i	i	i	i	i
COc1ccc(C)cc1S(=O)(=O)N1CCC2(CC1)OCCN2S(=O)(=O)c1ccccc1
→ i	-8.3	i	i	i	i	i	i	i	i	i
O=C(COc1ccccc1Cl)Nc1ccccc1C(=O)NC1CC1
→ i	-19.1	i	i	i	i	i	i	i	i	i
CCOC(=O)C1=C(C)NC(=O)C1CC(=O)Nc1ccccc1 (configuration not stated)
→ .	-5.7	i	i	i	i	.	i	i	i	i
CCn1c(SCC(=O)N2CCCCC2C)nnc1-c1ccco1 (configuration not stated)
→ i	-7.3	i	i	i	i	i	i	i	i	i
Cc1ccc(NC2Sc3ccccc3NC2=O)cc1 (configuration not stated)
→ i	-8.6	i	i	i	i	i	i	i	i	i
COc1ccc(/C=N/NC(=O)CC(=O)NCc2cccnc2)cc1[N+](=O)[O-]
→ i	-2.5	i	i	i	i	i	i	i	i	i
COc1ccc(/C(O)=C2\C(=O)C(=O)N(c3cc(C)on3)C2c2ccc(OC)c(OC)c2)cc1OC (configuration not stated)
→ i	-4.2	i	i	i	i	i	i	i	i	i
O=C(Nc1nccs1)c1cc(-c2ccco2)nc2ccccc12
→ i	-20.6	i	i	i	i	i	i	i	i	i
O=S(=O)(NCCc1ccccc1)c1cccc(S(=O)(=O)N2CCOCC2)c1
→ i	-12.7	i	i	i	i	i	i	i	i	i
O=C(Nc1ccc(C(F)(F)F)cc1)N1CCN(C(=O)c2ccco2)CC1
→ i	-3.7	i	i	i	i	i	i	i	i	i
Nn1c(SCC(=O)Nc2ccc(F)cc2)nnc1-c1cccnc1
→ i	-15.3	i	i	i	i	i	i	i	i	i
COc1cccc(-c2cc(C(=O)NCCCN3CCOCC3)no2)c1
→ i	-6.6	i	i	i	i	i	i	i	i	i
O=S(=O)(/C=C/c1ccccc1)N1CCN(c2nc(-c3ccccc3)nc3ccccc23)CC1
→ i	-13.2	i	i	i	i	i	i	i	i	i
Cc1ccc(CN2C(=O)CCC2C(=O)N2CCN(c3ccccc3)CC2)cc1 (configuration not stated)
→ i	-13.1	i	i	i	i	i	i	i	i	i
O=c1cc(Cl)c2ccccc2n1-c1ccccc1
→ i	-3.6	i	i	i	i	i	i	i	i	i

Random excerpt: 3 compounds from above.
The line under a structure holds: ANO1 activ	hERG rescue	KCNK9 inh	RGS4 act	KCNQ1 pot	RGS4 inh	KCNK3 block	MrgX1 PAM	KCNQ1 inh	ANO1 block	MrgX1 ag
O=C(CN1C(=O)NC2(CCc3ccccc32)C1=O)Nc1ccc(N2CCOCC2)cc1 (configuration not stated)
→ i	-17.3	i	i	i	i	i	i	i	i	i
CCOC(=O)C1=C(C)NC(=O)C1CC(=O)Nc1ccccc1 (configuration not stated)
→ .	-5.7	i	i	i	i	.	i	i	i	i
O=C(COc1ccccc1Cl)Nc1ccccc1C(=O)NC1CC1
→ i	-19.1	i	i	i	i	i	i	i	i	i

New compounds follow.
The line under a structure holds: ANO1 activ	hERG rescue	KCNK9 inh	RGS4 act	KCNQ1 pot	RGS4 inh	KCNK3 block	MrgX1 PAM	KCNQ1 inh	ANO1 block	MrgX1 ag
CC1CCN(C(=O)CSc2nc(=O)n3cc(Cl)ccc3n2)CC1
→ i	-7.8	i	i	i	i	i	i	i	i	i
CCCCCC1CC1C(=O)N/N=C/c1ccc(N(C)C)cc1 (configuration not stated)
→ i	-13.5	i	i	i	i	i	i	i	i	i
Cc1cccc(C(=O)OC(C)C(=O)NC(=O)NC2CCCCC2)c1O (configuration not stated)
→ i	-12.6	i	i	i	i	i	i	i	i	i
Cn1c(Cc2c[nH]c3ccccc23)n[nH]c1=S
→ i	-5.3	i	i	i	i	i	i	i	i	i
COc1ccc(C(C)(C)C)cc1NC(=O)COC(=O)c1cc(SC)ccc1Cl
→ i	-2.2	i	i	i	i	i	i	i	i	i
CCC(C)NC(=O)COC(=O)c1oc2ccccc2c1CSc1ccc(Cl)cc1 (configuration not stated)
→ i	-15.3	i	i	i	i	i	i	i	i	i
O=C(NC(=S)NC1CCS(=O)(=O)C1)c1ccccc1Br (configuration not stated)
→ i	-4.1	i	i	i	i	i	i	i	i	i
Cn1/c(=N/N=C/c2ccc(N3CCOCC3)cc2)sc2ccccc21
→ i	-9.4	i	i	i	i	i	i	i	i	i
CC(=O)Nc1ccc(CN2CCCC(C(=O)c3ccc(C(F)(F)F)cc3)C2)cc1 (configuration not stated)
→ i	-11.3	i	-10.3*	i	i	i	i	i	i	i
Cc1c(N/C(=N/S(=O)(=O)c2cc([N+](=O)[O-])ccc2Cl)c2ccccc2)c(=O)n(-c2ccccc2)n1C
→ i	-16.1	i	i	i	i	i	i	i	i	i
COc1ccc(/C=C/C(=O)Nc2cccc(S(=O)(=O)NC3=NCCCCC3)c2)cc1
→ i	-12.8	i	i	i	i	i	i	i	i	i
COc1ccc(/C=N/NC(=O)c2cccnc2)cc1CN1CCOCC1
→ i	-8.6	i	i	i	i	i	i	i	i	i
O=C(C1=C[C@H](c2csc3ccccc23)C[C@H](OCc2ccc(CO)cc2)O1)N1CCN(Cc2ccccc2)CC1
→ i	-9.2	i	i	i	i	i	i	i	i	i
